# DSG3 Ab inh: human desmoglein-3 autoantibody binding inhibition; 310,000 compounds, 0.48% hits; P32926; binding (percent of control), % at 10 µM; DSG3-coupled beads, scFv-anti-DSG3-GFP binding, flow cytometry; hits give low values; AID 588358;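 active means binding more than 3 SD below its plate's average and above zero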;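 further: hits lower antibody fragment binding to DSG3; some compounds called inactive have numbers as strong as hits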
# PKA-R2B act: activators of human PKA-R2B complex. P22694+P31323. PKA-R2B holoenzyme dissociation, Cy5-IP20 fluorescence polarization; R2B truncated from residue 108, S112A mutant; 0% DMSO only, 100% 113 µM cGMP. activation, % at 11.4 µM. 340,000 compounds, 0.079% hits. AID 504700;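 active means activation above a cutoff set at the mean over all compounds plus 3 SD, cut at about 18% in these data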;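 further: higher means more holoenzyme dissociation and a rise in polarization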
# Target sequence (P31323 whole entry, looked up, other chains not shown, the tested form may be a part): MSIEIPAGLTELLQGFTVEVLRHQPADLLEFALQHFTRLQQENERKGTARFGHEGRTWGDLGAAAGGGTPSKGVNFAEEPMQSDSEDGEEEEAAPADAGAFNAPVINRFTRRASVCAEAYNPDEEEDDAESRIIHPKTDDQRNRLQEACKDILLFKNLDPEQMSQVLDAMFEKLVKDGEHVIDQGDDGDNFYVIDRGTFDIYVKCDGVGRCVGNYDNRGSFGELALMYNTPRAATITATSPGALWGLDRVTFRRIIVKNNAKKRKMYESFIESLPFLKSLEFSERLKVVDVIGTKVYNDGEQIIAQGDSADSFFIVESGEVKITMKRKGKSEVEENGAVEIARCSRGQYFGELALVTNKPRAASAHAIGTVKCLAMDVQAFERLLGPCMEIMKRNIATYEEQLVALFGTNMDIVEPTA
# PKA-R1A activ: activators of PKA-R1A complex; PKA-R1A dissociation, Cy5-IP20 fluorescence polarization; scaled: DMSO 0%, 113 µM cGMP 100%; activation, % at 11.4 µM; 340,000 compounds, 0.083% hits; AID 504707;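 active means percent activation above the mean of all tested compounds plus 3 SD, cut at about 19% in these data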;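 further: higher means more PKAc released from R1A so a rise in polarization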
# NSD2 HMT inh: NSD2 (human) methyltransferase inhibition; inhibition, % at 12.5 µM; 310,000 compounds, 0.54% hits; NSD2 peptide methylation, AlphaScreen, 120 min; AID 743445; O96028; in the data active means inhibition above about 50%
# The depositor's hits bear a star. A portion of the library; the hit share may differ from the screen's.
SMILES,DSG3 Ab inh,PKA-R2B act,PKA-R1A activ,NSD2 HMT inh
COCCNc1nc2c(c(=O)n(C)c(=O)n2C)n1CCCc1ccccc1,95,2,5,17
Cc1cc(Nc2ccccc2C(=O)O)n2ncnc2n1,100,-1,3,-3
O=C(N/C(=C/c1cccc(Br)c1)C(=O)N1CCCCC1)c1ccco1,100,-9,-5,1
Cc1nn(C2CCS(=O)(=O)C2)c(C)c1CN(C)C(=O)c1ccc(F)cc1 (centres undefined),104,-1,-3,-5
NC(=O)CCC(C(=O)O)N1C(=O)C2C3CCC(C3)C2C1=O (centres undefined),98,-1,-7,-8
CC(=O)NCCc1ccc(C(=O)COC(=O)c2cccs2)cc1,108,-3,-5,-2
COc1cccc(OC)c1C(=O)OCC(=O)NCC1CCCCC1,101,-1,13,-1
CC(=O)Nc1ccc(-c2cc(C(=O)O)c3cc4ccccc4cc3n2)cc1,102,0,4,4
COCC1CCN(C(=O)c2ccc3oc(CCc4ccccc4)nc3c2)C1 (centres undefined),94,-3,7,0
CC1COCC(C)N1C(=O)c1cccnc1 (centres undefined),106,1,-10,-3
O=C(c1c(F)cccc1Cl)N(Cc1ccco1)C1CCS(=O)(=O)C1 (centres undefined),106,3,-9,-4
O=C(COc1ccc(Cl)cc1Cl)NCCN1CCCC1,103,-3,-3,-3
CCCn1c(SC(C)C(=O)NC2CCCC(C)C2C)n[nH]c1=O (centres undefined),79*,-2,-13,2
CN(CCN1CCOCC1)C(=O)C1CCC(=O)N(Cc2ccc(Cl)cc2)C1 (centres undefined),99,8,9,-7
C/C(NCCc1ccccc1)=C1/CCOC1=O,106,2,-9,65*
NC(=S)NN=Cc1ccc(OC(=O)COc2cc(Cl)c(Cl)cc2Cl)cn1,102,3,2,3
CCOc1ccc(-n2c(C)c3c(C)nnc(C)c3c2C)cc1,107,-2,-3,4
O=C(O)c1ccc([N+](=O)[O-])nc1,105,-3,2,-8
COc1cccc(N2CCN(C(=O)c3ccc(OC)c(S(=O)(=O)NC4CC4)c3)CC2)c1,98,0,-8,1
O=C(COC(=O)Cc1ccc(Cl)cc1)NCc1ccc(Cl)cc1,105,4,-8,0
O=C(COC(=O)c1cccc(S(=O)(=O)N2CCOCC2)c1)NC1CCCCC1,100,9,-3,0
O=C(Nc1ccc2c(c1)OCCO2)c1ccccc1Cl,97,-12,17,-1
COc1ccc(Cc2nc3ccc(C(=O)NC4CCOC4)cc3o2)cc1OC (centres undefined),96,-4,4,-4
CC(C)CN(C(=O)COC(=O)C12CC3CC(CC(O)(C3)C1)C2)c1c(N)n(Cc2ccccc2)c(=O)[nH]c1=O,107,3,8,-3
OCCNc1ncnc2c1nnn2Cc1ccccc1Cl,95,-2,5,3
COc1cc(C=NNc2ccccc2)ccc1OC(=O)c1ccccc1,100,12,-1,0
CC(=O)c1ccccc1C(=O)N1CCC(CCC(=O)NCc2ccc(F)cc2)CC1,94,-5,-6,-1
Cc1ccc(NC(=O)CCCN2C(=O)C(c3ccccc3)Oc3cccnc32)c(C)c1 (centres undefined),97,-3,1,-1
CCOC(=O)c1cnc2cc(-c3ccc(C)cc3)nn2c1C,94,-12,0,-9
COCC(=O)N1CCC(c2nc3ccccc3[nH]2)CC1,104,-4,-3,0
CC(C)c1cc(C(=O)OCC(=O)NC2CC2)c(O)c(C(C)C)c1,95,-9,5,-3
CSCCC(C)N1CCC(Oc2ccc(C(=O)NCc3ccccn3)cc2)CC1 (centres undefined),101,4,-6,5
Cc1ccc(Cl)c(NC(=O)CN2C(=O)C(C)N(c3ccc(F)cc3)C2=O)c1Cl (centres undefined),101,-14,4,-3
Clc1ccccc1CNCc1ccc2c(c1)OCO2,100,3,7,0
CC(=O)Oc1[nH]c(=O)c2cccc3c2c1CCC3,101,-4,-1,0
COc1cccc(CSC(C(=O)O)c2ccccc2)c1 (centres undefined),109,-1,-11,-1

# A run of entries from the list above, for reference:
SMILES,DSG3 Ab inh,PKA-R2B act,PKA-R1A activ,NSD2 HMT inh
CCCn1c(SC(C)C(=O)NC2CCCC(C)C2C)n[nH]c1=O (centres undefined),79*,-2,-13,2
CN(CCN1CCOCC1)C(=O)C1CCC(=O)N(Cc2ccc(Cl)cc2)C1 (centres undefined),99,8,9,-7
C/C(NCCc1ccccc1)=C1/CCOC1=O,106,2,-9,65*
NC(=S)NN=Cc1ccc(OC(=O)COc2cc(Cl)c(Cl)cc2Cl)cn1,102,3,2,3
CCOc1ccc(-n2c(C)c3c(C)nnc(C)c3c2C)cc1,107,-2,-3,4

# Carrying on:
SMILES,DSG3 Ab inh,PKA-R2B act,PKA-R1A activ,NSD2 HMT inh
CN(C)c1ccc(C=NN2C(=O)CSC2=S)c(Cl)c1,111,5,6,1
CC(=O)Nc1cccc(C(=O)Nc2cc(C(F)(F)F)ccc2-n2cncn2)c1,105,3,5,-2
COc1ccc(S(=O)(=O)N(C)C)cc1NC(=O)c1ccc(OCC2CCCO2)cc1 (centres undefined),97,-5,-3,-3
O=C(NCc1ccccn1)c1ccccc1OCc1ccccc1Cl,102,-1,-4,-3
COCCNC(=O)c1cc(S(=O)(=O)N(C)C2CCCCC2)ccc1Cl,109,-2,-6,1
Cc1ccc(C(=O)CCC(=O)OCC(=O)Nc2cc(S(=O)(=O)N(C)C)ccc2C)cc1,99,0,-1,-2
O=C1OCCC1=COCCCCCOC=C1CCOC1=O,100,-5,1,-2
COc1cc(C(C)=O)ccc1OCC(=O)N1CCCC1c1ccc2c(c1)OCCCO2 (centres undefined),99,3,-5,1
O=C(O)CNc1nc(NCc2ccc(Cl)cc2)ccc1[N+](=O)[O-],98,-8,-5,7
C[C@@H]1CN(Cc2nnnn2CC(=O)NCCCn2cccn2)C[C@H](C)O1,107,-5,8,1
COC1CC(=O)C2OC(c3ccccc3)OCC2O1 (centres undefined),101,6,-9,0
O=C1CCC(=O)N1CCC(=O)N(C(=O)NC1CCCCC1)C1CCCCC1,105,1,8,0
COc1cccc(NC(=S)NC2CC(C)CC(C)(C)C2)c1 (centres undefined),103,-6,3,-1
COCCn1c(C)cc(C(=O)CN2C(=O)C(=O)N(CCC3=CCCCC3)C2=O)c1C,98,-11,-7,1
CC(=O)Nc1ccc(NC(=O)COc2cccc3ccccc23)cc1,104,5,0,0
CC1CN(C(=O)COC(=O)c2cc(=O)[nH]c3ccccc23)CC(C)O1 (centres undefined),95,3,4,-3
O=Cc1cn(-c2ccccc2)nc1-c1cccc([N+](=O)[O-])c1,97,4,0,2
CCOc1cc(N2CCOCC2)c(OCC)cc1NC(=O)c1cccc(S(=O)(=O)N2CC(C)OC(C)C2)c1 (centres undefined),107,-1,-5,8
Cc1cc(/C=N/NC(=O)c2ccoc2C)cc(C)c1O,110,2,1,0
COC(=O)C1(C)CCCC2(C)c3cc(OC)ccc3C(=O)C(Br)C12 (centres undefined),95,-5,-3,-2
COc1cccc(CN(C)C(=O)C2CCCN(C(=O)c3ccc(Cl)cc3)C2)c1 (centres undefined),106,4,6,-7
NC(CSC1(c2ccc(F)cc2)c2ccccc2-c2ccccc21)C(=O)O (centres undefined),95,1,9,-1
Cc1cc(C(F)(F)F)nc(NNc2nc(C)cc(C(F)(F)F)n2)n1,105,-3,-3,-1
Cc1cc(C)cc(Nc2cc(C)nc3ncnn23)c1,97,-5,1,0
O=C(COC(=O)CCS(=O)(=O)c1ccccc1)NNC(=O)c1ccc([N+](=O)[O-])cc1,95,-2,-7,9
CC1CCN(C(=O)CCn2c(=O)oc3ccc(Cl)cc32)CC1,98,-11,-8,-2
O=C(CSc1nc(-c2ccccc2)c(-c2ccccc2)o1)N1CCCCC1,101,3,-2,69*
Cc1ccc(S(=O)(=O)NN=CC=CC=NNS(=O)(=O)c2ccc(C)cc2)cc1,100,0,16,4
O=C1COc2ccc(C(=O)COC(=O)CCCOc3ccccc3)cc2N1,82*,3,-8,-1
COCCNC(=O)CSc1nc(N)c(NC(=O)c2ccco2)c(=O)[nH]1,100,1,6,7
NC(=O)c1ccc(NS(=O)(=O)c2ccc(S(=O)(=O)N3CCCC3)cc2)cc1,104,0,-4,-10
C=CCn1c(=O)c(C(=O)Nc2ncccc2C)c(O)c2ccccc21,99,-7,4,0
Cc1cccc(C)c1OCC(O)CN1CCN(C(=O)c2ccccc2)CC1 (centres undefined),101,2,8,0
O=C(CCn1c(=S)[nH]c2cc3c(cc2c1=O)OCO3)NCCc1ccccc1Cl,101,4,1,1
Cc1cc(NC(=O)c2ccc(OCC3CCCO3)cc2)ccc1Br (centres undefined),105,3,3,-1
Cn1cc(/C=C(\NC(=O)c2ccccc2)C(=O)NCCCn2ccnc2)c2ccccc21,102,2,11,2
O=C(Cn1nnc(-c2ccc(F)cc2)n1)NC(=O)NC1CCCCC1,103,-4,-11,0
CN(CC(=O)NCc1cccs1)CC(=O)Nc1ccccc1Cl,108,0,-3,-1
O=C(c1ccco1)N1CCN(C(=O)c2cnn(-c3ccc(F)cc3)c2-n2cccc2)CC1,105,-4,8,-4
O=C(c1ccc(S(=O)(=O)Cc2cc(F)ccc2F)c([N+](=O)[O-])c1)N1CCOCC1,99,12,-9,2
Cn1cnnc1SCC(=O)N1CCc2ccccc2C1,102,-1,2,-3
COc1cccc(C(=O)NCCS(=O)(=O)N2CCN(c3ccccc3)CC2)c1OC,106,-8,-2,0
COC(=O)C1C2CC3c4[nH]c5cc(OC)ccc5c4CCN3CC2CC(OC2CCCCO2)C1OC (centres undefined),111,-5,-7,4
O=C(CC1CCCC1)NCCS(=O)(=O)N1CCN(c2ccccc2)CC1,105,-2,8,0
O=C1Nc2cccc3c2N(CCC3)C2=C1CCC2,106,2,1,4
Nn1c(COc2ccccc2F)nnc1SCC(=O)NCC1CCCO1 (centres undefined),98,-7,12,-1
O=C(CCN1CCN(c2ccccc2)CC1)NNC(=O)c1ccccc1,102,-12,12,1
CS(=O)(=O)N(CCc1ccccc1)CC(=O)N1CCCCCC1,101,6,-1,0

# 5 entries out of the list above, sorted by the number in DSG3 Ab inh, high to low.
SMILES | DSG3 Ab inh | PKA-R2B act | PKA-R1A activ | NSD2 HMT inh
CC1COCC(C)N1C(=O)c1cccnc1 (centres undefined) | 106 | 1 | -10 | -3
COCC(=O)N1CCC(c2nc3ccccc3[nH]2)CC1 | 104 | -4 | -3 | 0
CC(=O)Oc1[nH]c(=O)c2cccc3c2c1CCC3 | 101 | -4 | -1 | 0
O=C1OCCC1=COCCCCCOC=C1CCOC1=O | 100 | -5 | 1 | -2
O=Cc1cn(-c2ccccc2)nc1-c1cccc([N+](=O)[O-])c1 | 97 | 4 | 0 | 2

# More structures.
SMILES,DSG3 Ab inh,PKA-R2B act,PKA-R1A activ,NSD2 HMT inh
Nc1ccn(C2OC(CCl)C(O)C2O)c(=O)n1 (centres undefined),101,-4,5,-4
Cc1ccc(NC(=O)CSCC(=O)N(C)Cc2c(F)cccc2Cl)cc1,101,6,2,-2
O=c1[nH]cc(S(=O)(=O)N2CCN(c3ccc(F)cc3)CC2)c(=O)[nH]1,105,3,3,-7
COCCn1c(N)c(N(Cc2ccccc2)C(=O)C(C)Oc2ccc(Br)cc2)c(=O)[nH]c1=O (centres undefined),106,-10,-2,-2
Cc1cc(C(=O)CN2C(=O)NC(C)(c3ccc(F)c(F)c3)C2=O)c(C)n1C1CC1 (centres undefined),100,5,2,8
CN(Cc1ccccc1)C(=O)C(=O)c1c[nH]c2ccccc12,97,-13,0,3
CSc1nc2nc(Cl)c(Cl)nc2[nH]1,106,-4,-5,-4
Nc1nc(-c2ccccc2)c(CC(=O)O)s1,84,2,3,1
CCOCc1nc2nc(Cl)c(Cl)nc2[nH]1,98,13,-2,-2
CC(=O)OC1C=CN(C(C)=O)C(SC(C)(C)C)C1(C)O (centres undefined),100,2,4,-8
O=C(C=Cc1ccc2c(c1)OCO2)C1CC1,102,12,6,0
Cc1cc(C)n(-c2ccc(C(=O)N3CCN(S(=O)(=O)c4ccc(Br)cc4Cl)CC3)cc2)n1,96,2,-3,2
COc1ccc(C(C)=O)c(OCC(=O)NCCC2=CCCCC2)c1,106,-5,2,-7
Cc1ccc(C(c2c(NC(=O)c3ccco3)sc(C)c2C)N2CCOCC2)cc1 (centres undefined),101,-9,-2,11
Cc1ccsc1CN(C)CC(=O)N(C)CC(=O)Nc1c(Cl)cccc1Cl,97,4,7,7
COc1ccc(C2CC(=O)Nc3cc(OC)c(OC)cc32)cc1 (centres undefined),105,-8,3,18
Cc1c(Cl)cnc(NC(=O)COC(=O)c2cccc(S(=O)(=O)N3CCOCC3)c2)c1Cl,95,-2,-5,-1
Cc1ccc(N(CC(=O)NC(C)C)C(=O)CCC(=O)Nc2ccccn2)c(C)c1,101,-3,3,-1
Cn1c(N)c(C(=O)N2CCN(c3ccccc3)CC2)c(=O)n(C)c1=O,102,-18,4,-3
COCCn1c(=S)[nH]c2cc(C(=O)N3CCN(C4CCCCC4)CC3)ccc2c1=O,103,-8,-2,-2
Cc1ccc(OCC(=O)NNC(=O)c2ccc(F)c(S(=O)(=O)N3CCOCC3)c2)cc1C,101,-4,-8,-2
Cc1ccc(S(=O)(=O)N2CCCCC2)cc1NCC(=O)Nc1ccc(Br)cc1F,102,1,1,-5
COc1ccc(CN2C(=O)c3ccccc3C2=O)cc1C(=O)N(C)CC(=O)Nc1ccc(C)cc1,101,2,2,-4
